Screens: PubChem BioAssay, several laboratories
NOD2 inhibition – NOD2 signaling inhibitors, cell-based, luminescence, uHTS, HEK293 (AID 1566). HEK293 NOD2/NF-kB luciferase reporter, luminescence; higher % means a stronger effect. inhibition, % at 4 µM; hits with a dose series show EC50 in µM. hit rate 0.63% among 290,000; further: many of its hits are not listed in these tables
Dengue-2 NS5 capping – Dengue-2 NS5 methyltransferase inhibitors, primary screen, biochemical, confirmation dose response (AID 588689); one-dose inhibition, % at 25 µM; IC50 in µM for titrated hits; Dengue-2 NS5 methyltransferase capping enzyme assay, biochemical; higher % means a stronger effect; hit rate 0.3% among 340,000; in the data active means a potency from the dose series; inconclusive means inhibition above about 29% without an active follow-up result
Lipid droplet – modulators of hepatic lipid droplet formation | AID 1656 | inhibition, % at 6.5 µM | hit rate 0.4% among 240,000 | AML12 mouse hepatocytes, oleate lipid droplets, BODIPY imaging;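 active means lipid droplet intensity inhibited by at least 50%, with more than 500 cells counted; inconclusive means wells with under 300 cells, treated as cytotoxic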
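Test system: AML12 mouse liver cells; schedule: overnight exposure; technique: high-content imaging of BODIPY-stained droplets and DAPI nuclei; read-out: % inhibition of corrected integrated BODIPY droplet signal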
LYP inhibition – inhibitors of LYP phosphatase, biochemical, fluorescence intensity, uHTS (AID 1779); hit rate 0.054% among 290,000; recombinant LYP phosphatase, fluorescence intensity; higher % means a stronger effect; inhibition, % at 11.5 µM, or IC50 in µM where a hit was titrated;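 further: plate controls were vehicle with enzyme for no effect and no enzyme for full effect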
HIV peptide binding – inhibitors of HIV fusion peptide binding, primary screen, biochemical, uHTS, fluorescence dequenching (AID 1986) | cell-free peptide binding, fluorescence dequenching, 30 min; higher % means a stronger effect | hit rate 0.3% among 290,000 | inhibition, % at 20 µM, or IC50 in µM where a hit was titrated; in the data active means inhibition mostly above about 52%, no sharp cut-off; inactive means mostly below about 76%; further: some results filed as inactive read as strong as hits
AID2073 – inhibitors of Mint1-CaV2.2 protein interaction, biochemical, HTRF (AID 2073); HTRF protein-protein interaction, Mint1-CaV2.2; higher % means a stronger effect; inhibition, % at 20 µM, or IC50 in µM where a hit was titrated; hit rate 0.19% among 290,000; in the data active means inhibition mostly above about 51%, no sharp cut-off; inconclusive means no clear call, values can overlap the other calls; inactive means mostly below about 53%; further: some results filed as inactive read as strong as hits
XIAP displacement – small molecules displacing peptide from XIAP – biochemical, IAP family, fluorescence polarization (AID 1018); XIAP BIR domain, fluorescence polarization peptide displacement; higher % means a stronger effect; one-dose displacement, % at 20 µM; IC50 in µM for titrated hits; hit rate 0.007% among 200,000; in the data active means displacement above about 50%; further: a part of the inactive calls stands beside numbers as strong as those of hits
Myeloid diff 2 – myeloid differentiation induction. hit rate 1% among 360,000. AID 624256. calls only at 10 µM. ER-HoxA9 myeloid progenitors, lysozyme-GFP differentiation, flow cytometry;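 active means normalized GFP-positive differentiation at or above the plate's own cutoff, the solvent-only control mean plus 3 SD; inconclusive means no clear call, values can overlap the other calls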;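 further: cells exposed to compound for four days before flow analysis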
Siah-1 displacement – blockers of Siah-1 interaction with plectin peptide – biochemical, fluorescence polarization, rhodamine-plectin, uHTS, primary screen (AID 1817); Siah-1 / rhodamine-plectin peptide fluorescence polarization; higher % means a stronger effect; displacement, % at 20 µM, or IC50 in µM where a hit was titrated; hit rate 0.02% among 290,000;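 active means displacement of at least 50% at 20 µM, with a fluorescence ratio check between 0.3 and a set limit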;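 further: plate controls were Siah plus tracer with DMSO for no effect and tracer alone without Siah for full effect; strong numbers were not always called active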
Lipid droplet cells 6.5 µM – further read-out of Lipid droplet, marked with its call; cell count; measured here: cell count, cytotoxicity flag;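 cells counted across two imaged fields per well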
Dengue-2 NS5 capping pilot replicate – also measured in Dengue-2 NS5 capping; calls as there; inhibition, %; measured here: pilot screen replicate inhibition
Myeloid diff 2 GFP+ MAC1+ % – also measured in Myeloid diff 2; calls as there; GFP+ MAC1+ double positive, %; measured here: differentiation confirmed by MAC1 staining
Starred values were filed as active, the others as inactive; i = inactive; u = inconclusive; x = not tested or not shown; + = active, no number. Unless noted, no stated cut-off is given here; in the data, active means inhibition above about 50%; inactive means the rest.

SMILES | NOD2 inhibition | Dengue-2 NS5 capping | Lipid droplet | Lipid droplet cells 6.5 µM | LYP inhibition | HIV peptide binding | AID2073 | XIAP displacement | Myeloid diff 2 | Myeloid diff 2 GFP+ MAC1+ % | Siah-1 displacement | others
Cc1cc(NCCCn2ccnc2)n2c(nc3ccccc32)c1C#N | 10% | -7% | -14 | 729 | -15% | 6.3% | 20% | -1.2% | i | 1.1 | 2%
Cc1nnc(Sc2nc3c(c(=O)[nH]c(=O)n3C)n2Cc2ccccc2)s1 | 1% | -1% | -21 | 686 | -3% | -1.7% | -9% | x | i | 1.5 | 3%
CN(C)c1cccc(C(=O)N2CCCC(C(=O)c3cc(F)ccc3F)C2)c1 (centres undefined) | 17% | 1% | -9 | 763 | -3% | 0.0% | -3% | -7.7% | i | 0.8 | 18%
COCCCNC(=O)CCC(=O)Nc1ccc2nc(N3CCOCC3)cc(C)c2c1 | -3% | 6% | x | x | -7% | 1.3% | 3% | -2.2% | i | 0.8 | 2%
CCOC(=O)CNc1ncnc2nc[nH]c12 | 10% | -3% | -3 | 649 | -3% | -1.2% | 5% | -0.4% | i | 1.7 | 6%
CCOC(=O)C1C(=O)NC(c2ccccc2)=NC1c1ccc(C(C)C)cc1 (centres undefined) | 7% | 4% | x | x | 0% | -1.2% | -5% | -7.0% | i | 1.6 | 0%
O=C(Nc1ccccn1)C(NS(=O)(=O)c1cccc2nsnc12)c1ccccc1 (centres undefined) | 15% | -5% | x | x | 2% | 1.2% | 2% | -2.7% | i | 1.2 | -2%
O=C(CN1CCOCC1)Nc1nc2ccc(F)cc2s1 | -2% | -2% | 4 | 726 | -3% | 2.6% | 2% | -4.7% | i | 1.3 | 0%
Cc1occc1C(=O)N/N=C/c1ccccc1[N+](=O)[O-] | -61% | -8% | -2 | 690 | -7% | 0.0% | -6% | x | i | 0.6 | 2%
CCN(CC)CCOC(=O)c1ccc(N/C=C(/C#N)c2nc(-c3ccc(OC)c(OC)c3)cs2)cc1 | 14% | -15% | -1 | 661 | -37% | 9.3% | -6% | x | i | 3.8 | 13µM*
CCOc1ccccc1NC(=O)c1ccc(C(=O)Nc2ccccc2OCC)nc1 | 13% | 6% | 5 | 756 | -10% | 0.6% | 38% | x | i | 0.7 | 2%
CCOC(=O)c1nnc(-c2cccs2)nc1NC(C)C | 16% | -5% | x | x | -1% | 1.0% | -10% | -7.7% | i | 2.9 | 4%
Cc1c(C(N)=O)sc2nc(-c3ccccc3)cn12 | -35% | 1% | x | x | -5% | 1.7% | -36% | -5.8% | i | 0.8 | -1%
COc1cc(C(=S)N2CCOCC2)ccc1O | 28% | -1% | 14 | 684 | -5% | -1.3% | 11% | -6.9% | i | 0.5 | -1%
COC(=O)c1ccc(S(=O)(=O)N2CCOCC2)o1 | -14% | -1% | 7 | 817 | -1% | 2.0% | 14% | x | i | 4.9 | 2%
CCc1c(C#N)c(SCCC(=O)Nc2ccc(F)cc2)nc2c1C(=O)CC(C)(C)C2 | 8% | -4% | 30 | 789 | 2% | 0.4% | 3% | -3.8% | i | 0.4 | -1%
COc1cccc(-c2cc(C(=O)Nc3ccncc3)c3ccccc3n2)c1 | 17% | 1% | -9 | 826 | -10% | 0.4% | 0% | x | i | 2.5 | 2%
O=C(Oc1ccc(N(Cc2cccs2)C2=NS(=O)(=O)c3ccccc32)cc1)c1ccco1 | 8% | -16% | -23 | 701 | -3% | -1.1% | 10% | -5.1% | i | 0.2 | 2%
CCCN(CCC)C(=O)Cn1c(=O)c2sccc2n2c(=S)sc(-c3ccccc3)c12 | 15% | -18% | 21 | 695 | -3% | 14% | 44% | -36% | + | 2.4* | 21%
Cc1ccccc1CN1C(=O)c2ccccc2Sc2ccc(C(=O)NCCN3CCOCC3)cc21 | -19% | -9% | -24 | 671 | -12% | -0.4% | 4% | x | u | x | -3%
CCNC(=O)COc1ccc(CC)cc1 | -13% | -3% | 3 | 631 | -1% | 1.4% | 1% | -0.2% | i | 0.7 | 3%
Cc1ccc(NC(=S)N(CCCN(C)C)Cc2cc3cc4c(cc3[nH]c2=O)OCO4)c(C)c1 | 13% | -2% | 0 | 654 | -2% | 1.3% | -6% | -2.3% | i | 0.1 | 0%
CC(C)C[C@H](NC(=O)c1nc[nH]c1C(=O)N[C@@H](CC(C)C)C(=O)OCc1ccccc1)C(=O)OCc1ccccc1 | 9% | -4% | -11 | 738 | 0% | 2.4% | 9% | x | i | 2.5 | -1%
O=C(CNC(=O)c1ccccc1F)OC(C(=O)Nc1cc(C(F)(F)F)ccc1Cl)c1ccccc1 (centres undefined) | 2% | -5% | 6 | 784 | -9% | -0.5% | -3% | -3.3% | i | 0.4 | -4% | Dengue-2 NS5 capping pilot replicate=3.9
CC1(C)CC(=O)C=C(NCCN2CCN(C(=O)Nc3ccc(Cl)cc3)CC2)C1 | 13% | 5% | x | x | -9% | 2.4% | -4% | -0.8% | i | 0.4 | 9%
CC(C)C(=O)Nc1ccc(C(=O)N2CCN(C(=O)c3ccco3)CC2)cc1 | -4% | x | 2 | 823 | -1% | 2.1% | 13% | -4.1% | x | x | -2%
O=C(OCC1CC(c2ccccn2)=NO1)c1ccc(Br)cc1 (centres undefined) | 2% | -3% | x | x | -3% | 9.0% | -3% | -4.4% | i | 0.6 | -1%
NC(=O)c1ccccc1NC(=O)CSC1=NCCS1 | -8% | 5% | -7 | 850 | -9% | 0.5% | -12% | x | i | 1.1 | -4%
CCOc1ccc2nc(NC(NC(C)=O)(C(=O)OC)C(F)(F)F)sc2c1 (centres undefined) | 12% | -1% | x | x | -6% | -3.0% | 11% | -3.3% | i | 6.3 | -2%
CCOc1cc(/C=C(\C#N)C(=O)Nc2ccccc2C(=O)O)ccc1OC(=O)c1ccc(C)cc1 | 21% | x | 2 | 809 | 0% | 76% | 24% | x | i | 0.5 | i
CCCn1c(COc2ccc(C(=O)O)cc2)nc2ccccc21 | 13% | -4% | -3 | 794 | -12% | 0.2% | -3% | x | i | 0.4 | 2%
CC(=O)c1c(C)[nH]c(C(=O)Nc2cc(C)ccc2C)c1C | 2% | 0% | x | x | -1% | 1.7% | -3% | -7.6% | i | 2.9 | -3%
CC1CCCN(CC(=O)Nc2ccc(S(=O)(=O)N3CCCCC3)cc2)C1 (centres undefined) | -2% | 2% | 7 | 694 | -8% | -0.6% | -5% | -30% | i | 1.8 | 10%
COC(=O)c1cc(Cl)c(NC(=O)/C=C/c2ccc(Cl)cc2)cc1OC | 23% | -3% | -6 | 666 | -1% | -2.4% | 47% | -0.6% | i | 8.1 | 15%
Cc1ccc(NS(=O)(=O)c2cc(NC(=O)c3cc4c(s3)CCCC4)ccc2C)c(C)c1 | -23% | 1% | 5 | 635 | 1% | 1.6% | 12% | -4.6% | i | 0.5 | 0%
CC(C)N(Cc1cc2ccccc2[nH]c1=O)C(=O)C1CCCCC1 | -9% | -2% | 0 | 801 | 8% | 1.5% | 0% | -8.2% | i | 2.7 | 1%

As a short view, 3 of the compounds above:
SMILES | NOD2 inhibition | Dengue-2 NS5 capping | Lipid droplet | Lipid droplet cells 6.5 µM | LYP inhibition | HIV peptide binding | AID2073 | XIAP displacement | Myeloid diff 2 | Myeloid diff 2 GFP+ MAC1+ % | Siah-1 displacement | others
O=C(Nc1ccccn1)C(NS(=O)(=O)c1cccc2nsnc12)c1ccccc1 (centres undefined) | 15% | -5% | x | x | 2% | 1.2% | 2% | -2.7% | i | 1.2 | -2%
O=C(CN1CCOCC1)Nc1nc2ccc(F)cc2s1 | -2% | -2% | 4 | 726 | -3% | 2.6% | 2% | -4.7% | i | 1.3 | 0%
Cc1occc1C(=O)N/N=C/c1ccccc1[N+](=O)[O-] | -61% | -8% | -2 | 690 | -7% | 0.0% | -6% | x | i | 0.6 | 2%

Next section.
SMILES | NOD2 inhibition | Dengue-2 NS5 capping | Lipid droplet | Lipid droplet cells 6.5 µM | LYP inhibition | HIV peptide binding | AID2073 | XIAP displacement | Myeloid diff 2 | Myeloid diff 2 GFP+ MAC1+ % | Siah-1 displacement | others
COC(=O)[C@@H]1C[C@H]2CC[C@H](O)C[C@H]2N1Cc1ccc(C(F)(F)F)cc1 | 8% | -6% | 43 | 687 | -5% | 1.0% | 12% | x | i | 0.9 | 11%
C=CC[n+]1c(C)csc1Nc1ccc(C)cc1 | -17% | 4% | 12 | 649 | -8% | -0.4% | -10% | -2.6% | i | 0.4 | -2%
COc1ccc(N2CCN(C(=O)c3ccccc3NS(=O)(=O)c3ccccc3)CC2)cc1 | -37% | -5% | -16 | 689 | -8% | -0.8% | 16% | x | i | 4.6 | -3%
N#Cc1cc2cc3c(cc2nc1SCC(=O)OC1CCCCC1)OCO3 | 6% | 5% | x | x | -4% | -1.0% | 41% | -21% | i | 1.0 | 0%
COc1ccc(NC(=O)CS(=O)(=O)c2ccccc2Cl)cc1 | -6% | -7% | -24 | 667 | -4% | 0.5% | -6% | x | i | 0.7 | -2%
O=C(Cn1nnc(-c2ccccc2F)n1)NCCc1ccccc1 | 17% | -5% | x | x | -2% | 3.6% | -1% | -6.6% | i | 1.5 | 4%
O=C1c2ccccc2C(=O)N1CCSc1nc2ccccc2c(=O)n1CCCN1CCOCC1 | 4% | -1% | 11 | 729 | -7% | -1.5% | -8% | -12% | i | 0.2 | 1%
O=C(Cn1nc(CNc2ccc(Cl)cc2)[n+]2c1CCCCC2)c1ccc(Cl)cc1 | 14% | -12% | 32 | 670 | -9% | -3.4% | 2% | -4.7% | i | 0.4 | -9%
Cc1ccc(C(C)C)c(OCCCN(C)Cc2ccccc2)c1 | -8% | -9% | -9 | 583 | -4% | -0.3% | 4% | -5.9% | i | 0.9 | 6%
CCN(CC)S(=O)(=O)c1ccc(NC(=O)CN(c2ccc(OC)cc2OC)S(C)(=O)=O)cc1 | -3% | -3% | -16 | 701 | 0% | -2.4% | -2% | -10% | i | 0.6 | 0%
COCCCn1c(SCc2nnc(-c3ccc(OC)c(OC)c3)o2)nc2ccccc2c1=O | 14% | -8% | -1 | 780 | 0% | -0.4% | 7% | -6.0% | i | 0.7 | 1%
N#Cc1c(-c2ccc(Cl)cc2)ccn2nc(CCC(=O)O)nc12 | 20% | -13% | 2 | 728 | -6% | -1.2% | -8% | -9.7% | i | 1.4 | -1%
COc1ccc(NC(=O)CN(c2ccc(C(C)C)cc2)S(=O)(=O)c2c(C)noc2C)cc1OC | 21% | -4% | -13 | 656 | -4% | 3.9% | 19% | -3.2% | i | 1.6 | 0%
CCC1CCC/C1=N\NC(=O)c1ccoc1C (centres undefined) | 1% | 1% | 5 | 689 | -4% | -0.8% | 0% | x | i | 0.2 | 1%
CCOc1ccc(N(CC(=O)O)S(=O)(=O)c2ccc(OC)c(OC)c2)cc1 | 8% | -1% | x | x | -4% | -0.5% | -5% | -3.3% | i | 1.7 | 4%
Cc1cc(CNCc2c(C(=O)N(C)Cc3ccccc3)nc3ccccn23)nn1C | -4% | 0% | -24 | 691 | -5% | 1.1% | -9% | -3.9% | i | 1.0 | 3%

Not all compounds are listed, so the mix of outcomes need not match the whole.
